# UBC9 SUMO inh: inhibitors of in vitro SUMOylation cascade, primary screen, biochemical, HTRF, uHTS. SUMO-conjugating enzyme UBC9 (Homo sapiens), P63279. actives 0.36% (n = 290,000). HTRF SUMOylation assay, SAE1/SAE2 + UBC9. inhibition, % at 35 µM. AID 2006, 2009; in the data active means inhibition above about 50%, passing the limit was not always enough; further: strong numbers were not always called active
# IMP-1 inh: IMP-1 metallo-beta-lactamase inhibitors, primary screen, biochemical, epi-absorbance readout, Pseudomonas aeruginosa enzyme | purified IMP-1, nitrocefin hydrolysis, epi-absorbance fluorescence | inhibition, % at 5.6 µM | actives 0.45% (n = 290,000) | AID 1556, 2009;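 active means inhibition above the mean plus 3 SD of all compounds in the same screening run, cut at about 4.5% in these data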;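 further: 0% = IMP-1 with DMSO and 100% = DMSO wells lacking enzyme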
#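 System: purified IMP-1; amount: IMP-1 0.2 nM before substrate addition; compound: single dose, 5.6 µM; times: 25 °C, 15 min preincubation, 25 min reaction; signal: Epi-absorbance via hydrolysed-nitrocefin quenching of white-plate fluorescence, 480/530 nm, EDTA stop; benchmarks: DMSO with and without IMP-1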
# IDE cell activ: human IDE activators in live cells, primary screen, fluorescence polarization, HEK cells, FAbeta-B substrate; Insulin-degrading enzyme (Homo sapiens), P14735; FAbeta-B cleavage; 0% vehicle, 100% cell-free pure enzyme wells; activation, % at 5.96 µM; actives 0.073% (n = 340,000); AID 493087, 2011;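 active means activation above the mean of all tested compounds plus 3 SD, set per screening campaign, cut at about 17% in these data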
# p-CIP stab down: p/CIP-EGFP fusion destabilizers, primary screen, fluorescence, F442A cells; Q05BA5; 16 h; decrease of EGFP signal, % at 10 µM; actives 0.01% (n = 290,000);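 active means EGFP signal decrease of at least 30% at 10 µM or well 3 SD below plate mean, unless failing retest; inactive means the rest, including hits failing retest or dose response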; further: some compounds called inactive have numbers as strong as hits; many of its hits are not listed in these tables
# Target sequence (Q05BA5 1-1403): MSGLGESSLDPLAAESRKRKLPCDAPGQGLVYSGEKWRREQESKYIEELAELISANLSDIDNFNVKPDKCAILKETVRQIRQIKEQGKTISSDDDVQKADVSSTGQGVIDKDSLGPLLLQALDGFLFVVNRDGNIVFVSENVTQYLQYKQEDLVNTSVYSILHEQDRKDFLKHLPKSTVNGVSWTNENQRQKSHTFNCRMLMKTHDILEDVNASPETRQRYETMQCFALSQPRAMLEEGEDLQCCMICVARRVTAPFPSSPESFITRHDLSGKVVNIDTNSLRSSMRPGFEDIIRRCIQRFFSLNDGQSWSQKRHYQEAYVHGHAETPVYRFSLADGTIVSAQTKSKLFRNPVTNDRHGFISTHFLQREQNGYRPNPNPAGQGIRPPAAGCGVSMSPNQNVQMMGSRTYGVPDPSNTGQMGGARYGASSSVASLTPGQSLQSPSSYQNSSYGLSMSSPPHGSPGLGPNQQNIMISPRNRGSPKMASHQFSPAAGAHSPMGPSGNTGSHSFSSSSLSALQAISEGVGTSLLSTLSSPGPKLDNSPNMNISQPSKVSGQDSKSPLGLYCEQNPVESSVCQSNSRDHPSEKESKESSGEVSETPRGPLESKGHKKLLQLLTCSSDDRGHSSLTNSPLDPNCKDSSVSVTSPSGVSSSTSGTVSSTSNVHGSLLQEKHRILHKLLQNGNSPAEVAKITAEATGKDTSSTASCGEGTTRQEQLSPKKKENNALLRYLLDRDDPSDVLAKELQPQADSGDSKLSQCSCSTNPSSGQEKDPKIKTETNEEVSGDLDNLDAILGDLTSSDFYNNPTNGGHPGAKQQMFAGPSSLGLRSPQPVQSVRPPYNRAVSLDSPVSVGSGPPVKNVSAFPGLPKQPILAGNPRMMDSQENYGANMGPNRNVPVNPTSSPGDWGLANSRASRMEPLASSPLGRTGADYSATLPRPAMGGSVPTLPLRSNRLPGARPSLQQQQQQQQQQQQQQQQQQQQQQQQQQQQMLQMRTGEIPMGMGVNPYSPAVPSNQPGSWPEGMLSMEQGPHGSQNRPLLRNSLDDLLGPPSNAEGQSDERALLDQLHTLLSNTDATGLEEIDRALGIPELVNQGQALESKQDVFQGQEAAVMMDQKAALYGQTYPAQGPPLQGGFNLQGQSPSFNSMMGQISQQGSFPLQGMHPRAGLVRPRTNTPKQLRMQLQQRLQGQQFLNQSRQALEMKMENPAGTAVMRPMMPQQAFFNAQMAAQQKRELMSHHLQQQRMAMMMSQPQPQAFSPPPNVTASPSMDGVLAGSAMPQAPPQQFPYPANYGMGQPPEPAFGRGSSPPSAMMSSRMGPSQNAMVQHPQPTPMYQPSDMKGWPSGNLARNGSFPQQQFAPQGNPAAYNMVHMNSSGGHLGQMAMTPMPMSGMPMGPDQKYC
# DNA FID counter: compounds displacing fluorescent DNA intercalator, primary screen, artefact control for HCV NS3 helicase inhibitor project, biochemical, FID fluorescence | inhibition, % at 7.9 µM | DNA fluorescent intercalator displacement | actives 0.17% (n = 290,000); in the data active means inhibition above about 37%;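 further: 0% = vehicle and 100% = reference compound; higher means more ethidium bromide displaced from hairpin DNA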
# PHOSPHO1 block: PubChem AID 1565; Phosphoethanolamine/phosphocholine phosphatase (Homo sapiens), Q8TCT1; recombinant PHOSPHO1, absorbance phosphatase assay; inhibition, % at 13.3 µM; actives 1.1% (n = 290,000); in the data active means inhibition above about 60%
# VIM-2 inh: VIM-2 metallo-beta-lactamase inhibitors, primary screen, biochemical, epi-absorbance readout, Pseudomonas aeruginosa enzyme; inhibition, % at 5.6 µM; purified VIM-2, nitrocefin hydrolysis, epi-absorbance fluorescence; actives 0.89% (n = 290,000); AID 1527, 2009;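 active means inhibition above the mean of all tested compounds plus 3 SD, cutoff set per screening run, cut at about 7.5% in these data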;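 further: red hydrolysis product quenches plate fluorescence so inhibitors raise well fluorescence; 0% = enzyme with DMSO and 100% = DMSO without enzyme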
# NS3 helicase inh: inhibitors of HCV NS3 helicase, primary screen, biochemical, Cy5 molecular beacon fluorescence; Hepatitis C virus NS3 helicase; NS3 helicase DNA unwinding; inhibition, % at 10.9 µM; actives 0.56% (n = 290,000); AID 1800, 2009;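 active means inhibition above the mean of all tested compounds plus 3 SD, set per campaign, cut at about 35% in these data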;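 further: 0% = DMSO wells and 100% = thioflavine S control wells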
#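 Compound dosing – single dose, 10.9 µM nominal final, DMSO 0.8% final · System – NS3 helicase fragment of HCV · Buffer or medium – MOPS pH 6.5, MgCl2, DTT, Tween20, BSA · Signal – Cy5 beacon fluorescence read at start and 1 h · Also added – annealed dual-labelled DNA beacon duplex, ATP-started · Schedule – 1 h at 25 °C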
# MEKK3 PB1 HTS: modulators of MEKK3-MEK5 PB1 binding, primary screen, biochemical, wildtype MEKK3, multiplex bead flow cytometry, Alexa488-MEK5; Mitogen-activated protein kinase kinase kinase 3 (Homo sapiens), Q99759; bead-based flow cytometry, Alexa488-MEK5 binding to MEKK3; actives lie on both sides; 0 = blocked by unlabeled MEK5, 100 = vehicle; binding response (% of control), % at 10 µM; actives 1.4% (n = 290,000);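 active means binding response more than 3 SD above or below the average of its plate-row segment, actives on both sides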;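 further: Alexa488 bead fluorescence after subtracting the streptavidin-only scavenger bead signal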
# The depositor's hits bear a star; . = no result given.
SMILES,UBC9 SUMO inh,IMP-1 inh,IDE cell activ,p-CIP stab down,DNA FID counter,PHOSPHO1 block,VIM-2 inh,NS3 helicase inh,MEKK3 PB1 HTS
O=C(CC1CCCCC1)N=C1SC2CS(=O)(=O)CC2N1c1ccccc1 (configuration not stated),2,-1.6,-1,-1,-25,15,-1.5,0,97
COc1ccc(N(C(=O)c2cc3ccccc3oc2=O)C2C=CS(=O)(=O)C2)cc1 (configuration not stated),2,-2.1,3,-3,-4,61*,-0.9,1,103
N#Cc1ccc(NC(=O)COC(=O)CNC(=O)C2CCCCC2)cc1,-10,-6.5,-4,5,-12,6,-2.9,12,103
CN(CC(=O)NCCN1CCN(c2ccccc2)CC1)S(=O)(=O)c1ccc2c(c1)CCC(=O)N2,4,-3.2,-5,-11,5,-3,0.6,9,103
O=C(NC1CCCc2ccccc21)C1CCCN(S(=O)(=O)c2cnc[nH]2)C1 (configuration not stated),14,0.2,3,-17,-9,9,-1.4,3,107
CSc1ccc(/C=c2\s/c(=C\C(=O)C(C)(C)C)n(CC(=O)NCCC3=CCCCC3)c2=O)cc1,13,-2.8,5,-14,-9,-12,-0.9,10,100
CCOC(=O)c1ccccc1NS(=O)(=O)c1ccc(OCC)cc1,-13,-2.5,2,7,-17,0,-0.6,-4,100
O=C(c1ccc(C(F)(F)F)cc1)C1CCCN(C(=O)CCc2ccncc2)C1 (configuration not stated),-11,2.6,-10,-4,-19,34,0.5,23,100
C=CCn1c(O)c(N=NC(=O)c2ccccc2NS(=O)(=O)c2cccs2)c2ccccc21,-6,-9.9,3,3,0,-2,-3.0,-2,96
O=C(CSc1nnc2c(Cl)cc(Cl)cn12)N1CCN(c2ccc(F)cc2)CC1,4,-1.1,0,-13,-16,-32,-1.0,5,95
Cc1c(-c2csc(N)n2)c2ccccc2n1C,2,-1.7,0,4,-5,9,-3.1,-17,107
O=C(Cn1nc(-c2ccc(Cl)cc2)ccc1=O)NCCN1CCOCC1,19,0.0,-4,-10,0,-2,-2.9,-6,106
CSc1ccc(C(C(C(=O)c2cccs2)N2CCOCC2)N2CCOCC2)cc1 (configuration not stated),4,-1.1,-2,2,-2,14,2.8,11,102
CC(C)N(C)C(=O)C(=O)c1cccn1-c1cccc(Cl)c1C#N,11,-4.0,5,-4,-9,12,-5.6,5,104
O=C(NCc1ccco1)C1CC(=O)N(CCc2ccccc2)C1 (configuration not stated),18,-3.7,2,-14,2,-9,-3.5,6,100
CCOC(=O)c1cc(C(=O)c2cccs2)n2ccc(C(C)=O)cc12,-6,-5.6,3,-8,-3,-15,-5.5,-5,92
CN(C)/C=C1/Nc2ccccc2C1=O,12,-0.3,5,8,3,14,-2.1,3,99
S=c1[nH]cc(-c2ccccc2)[nH]1,24,-2.2,3,-8,-3,-25,-0.9,3,98
COc1ccc(OC)c(C2=NOC(C(=O)Nc3ccc4c(c3)OCCO4)C2)c1 (configuration not stated),8,-1.0,2,-12,-27,42,-5.4,1,105
O=c1cc(N2CCCCCC2)[nH]c(=O)n1-c1ccc(Cl)cc1,9,-3.4,5,-9,-1,16,-1.8,-5,116
CS(=O)(=O)n1nc(-c2ccco2)nc1N,-18,-3.0,2,-9,1,28,2.1,5,101
CCN(CC)CCNC(=O)C1(O)c2cc(Br)ccc2NC(=O)N1c1ccccc1 (configuration not stated),6,0.1,3,-1,-8,28,-1.4,-2,104
O=C(CN1C(=O)C(=O)N(Cc2ccco2)C1=O)c1c[nH]c2ccccc12,-1,-3.5,-8,-5,-3,42,-3.4,4,101
Cc1occc1-c1nnc(SCC(=O)Nc2ccccc2N2CCCCC2)n1C,22,-0.2,7,-4,-28,14,-2.6,5,101
COc1ccccc1Nc1nc(Cl)nc(Nc2ccccc2OC)n1,-11,0.1,-2,7,0,-5,1.4,6,101
CC(CNC(=O)CN1C(=O)COc2ccc(S(=O)(=O)N3CCCCC3)cc21)c1ccccc1 (configuration not stated),.,-0.1,5,-1,-44,18,-2.5,-5,98
CCN1CCN(C(=O)c2ccc(Cl)c(S(=O)(=O)N3CCCCC3)c2)CC1,15,-4.4,2,-10,-1,8,-3.9,9,103
COc1ccccc1CNC(=O)CCCn1nc(C)c2c(C)n(-c3ccc(C)cc3)nc2c1=O,16,-1.1,3,-21,-66,31,0.2,-1,100
CCOC(=O)c1c(S(=O)(=O)NCC(=O)Nc2ccccc2)c(C)n(C)c1C,.,-0.8,4,-6,-12,18,-1.3,1,98
Cc1cccc(N=N/C(=C\O)C(=O)c2cccs2)c1,3,-1.8,-1,7,-10,41,-0.8,15,101
Cc1cc2ccccc2c(=O)n1CC(=O)NCC1COc2ccccc2O1 (configuration not stated),-9,-3.6,5,-10,-4,-5,-0.7,1,106
COc1ccc(OC)c(NC(=O)COC(=O)/C=C/c2ccc(Cl)cc2)c1,-2,-2.1,-1,-7,-6,-5,-1.9,1,99
CN(C)CCCN(C(=O)COc1ccc(Cl)cc1)c1nc2cc3c(cc2s1)OCO3,-7,-1.1,7,1,27,18,-1.6,-41,107
COC(=O)C1CCCCN1C(=O)c1cc(COc2cccc3cccnc23)on1 (configuration not stated),20,-3.5,4,-4,-45,14,-0.8,-2,102
Cc1cc(C)c(S(=O)(=O)Nc2nnc(CC(C)C)s2)c(C)c1,-2,-1.1,0,0,-33,.,-0.2,5,98
CCOC(=O)N1CCN(S(=O)(=O)c2ccc(OC)cc2)CC1,2,-2.1,3,1,-7,18,-1.1,8,99

# An excerpt from above, limited to PHOSPHO1 block, UBC9 SUMO inh and IDE cell activ.
Compound | PHOSPHO1 block | UBC9 SUMO inh | IDE cell activ
CC(C)N(C)C(=O)C(=O)c1cccn1-c1cccc(Cl)c1C#N | 12 | 11 | 5
O=C(NCc1ccco1)C1CC(=O)N(CCc2ccccc2)C1 (configuration not stated) | -9 | 18 | 2
CCOC(=O)c1cc(C(=O)c2cccs2)n2ccc(C(C)=O)cc12 | -15 | -6 | 3
CN(C)/C=C1/Nc2ccccc2C1=O | 14 | 12 | 5

# (listing goes on)
SMILES,UBC9 SUMO inh,IMP-1 inh,IDE cell activ,p-CIP stab down,DNA FID counter,PHOSPHO1 block,VIM-2 inh,NS3 helicase inh,MEKK3 PB1 HTS
CN(C)/C=C/C(=O)c1ccc2noc(-c3cccc(F)c3)c2c1,5,-1.8,-15,0,-15,.,0.9,24,102
CCC(=O)c1ccc(OC(=O)c2cccs2)cc1,.,-5.2,7,.,-6,.,-2.5,1,94
CCN(CC)CCOc1ccc2nc(N(C)C)sc2c1,17,-3.3,11,-20,5,30,-4.2,0,100
C=CCNC(=S)N/N=C(\C)c1cccc(OC)c1,-4,-4.4,7,0,-2,-1,-3.2,-2,105
Clc1ccc(-c2nnc(Sc3nc4ccccc4o3)c3ccccc23)cc1,-22,-2.1,-5,12,-3,-8,-0.4,1,96
CN(C)CCCNc1ncnc2oc(-c3ccccc3)c(-c3ccccc3)c12,17,-0.9,-3,-1,13,33,-1.7,-48,107
COc1ccc(CCC(=O)N2CCCC(Nc3ccc(OC)cc3)C2)cc1 (configuration not stated),15,-0.8,-3,-3,-16,29,-1.9,8,103
COc1ccc(C(=O)Nc2ccccc2C(=O)N2CCOCC2)cc1OC,3,-2.1,5,-9,-5,19,-1.4,3,101
Cc1ccc2nc3c(cc(C(=O)NCC4CCCO4)n3C)c(=O)n2c1 (configuration not stated),20,-2.4,.,1,-4,-6,0.6,7,105
Cn1c(CC(=O)Nc2ccccc2)n[nH]c1=S,9,-2.0,-10,-2,7,60*,-1.3,-16,98
O=C1CN(C(=O)C2CCCC2)CCN1,-1,-1.0,1,-2,0,5,-3.2,5,96
CN(C)C(=O)COC(=O)c1cccnc1Nc1ccccc1F,-7,-1.8,-3,-10,-5,2,-4.0,12,114
Cc1ccccc1-n1c(C)cc(/C=C2\NC(=O)NC2=O)c1C,20,-1.5,7,4,-11,21,-3.0,-10,57
Cc1cc(O)cc(O)c1C(=O)Cc1cnn(-c2ccccc2)c1,16,-3.9,-1,-2,-11,-29,-6.7,-1,95
Cc1occc1C(=O)Nc1c(F)c(F)c(F)c(F)c1F,-1,0.7,1,1,0,19,-3.4,4,104
C=CCn1c(CCNC(=O)c2ccc(Cl)c(Cl)c2)nnc1SCCOc1ccc(OC)cc1,-7,-2.8,2,-6,-10,0,-2.9,-14,98
O=C(NCc1nnc(SCC(=O)N2CCCCC2)o1)c1c(F)cccc1Cl,9,-0.6,2,-7,-9,33,-2.3,-2,96
CC(C(=O)N1CCCCCC1)c1ccc([N+](=O)[O-])cc1 (configuration not stated),9,-0.9,5,4,1,28,-2.4,-1,101
COc1ccc(C(=O)NC2CCN(C(=S)Nc3cccc(C)c3C)CC2)cc1,9,-0.5,1,5,-3,40,-2.8,7,.
O=C(Nc1nnc(/N=C/c2ccco2)s1)c1ccc(F)cc1,-30,-4.1,2,1,-1,24,2.2,-6,106
COc1ccc(Cl)cc1NC(=O)CSc1sc2c(O)cc(=O)[nH]c2c1C#N,20,-0.5,-4,-5,-12,16,0.5,34,101
Cc1ccccc1OCCn1cc(C=O)c2ccccc21,-13,-3.3,4,-17,-20,-1,-0.6,9,101
COc1ccc(N2C(=O)CC2(C#N)c2ccc(OCc3ccccc3)cc2)cc1 (configuration not stated),-5,-3.0,0,1,-6,3,-4.3,0,101
COc1ccc(-c2cc(CNC(=O)CN3CCN(C)CC3)on2)cc1,28,1.6,4,-1,12,-10,3.2,26,96
Cc1ccc(S(=O)(=O)N2CCN(c3ccc(C(=O)N4CCOCC4)cc3[N+](=O)[O-])CC2)cc1,-15,-4.0,3,4,-36,9,1.9,-14,107
O=c1c2ccccc2c(C=NCc2ccccn2)c(O)n1-c1ccccc1,-1,-4.3,1,-1,-6,7,-5.7,5,123
CCN(CC)S(=O)(=O)c1ccc(Cl)c(NC(=O)c2ccncc2)c1,-1,0.9,5,-9,-12,-16,1.2,2,98
COc1ccc(-c2nc(=S)c3c([nH]2)Oc2ccc(C)cc2C3)cc1O,13,-2.6,-1,-3,-26,-4,-1.7,53*,94
COc1cc(OC)cc(N2C(=O)CC(N3CCC(C(=O)N4CCCCC4)CC3)C2=O)c1 (configuration not stated),-12,0.7,-2,1,-52,3,1.2,25,99
CN(C)c1ccc(/C=N/N=C/c2ccccc2O)cc1,9,-4.2,2,-10,4,7,-4.0,1,126
FC(F)(F)c1ccccc1Nc1nccs1,20,-2.1,-11,-4,-3,95*,1.3,3,109

# Source: PubChem BioAssay (several laboratories)

# A portion of the library. The share of hits here may be higher or lower than overall.
